# TR-FRET SRC-2 ct = TR-FRET signal artefacts, primary screen, artefact control for PPARgamma SRC-2 agonist project, biochemical; TR-FRET artefact counter-screen; hits give high values; TR-FRET ratio at 8 µM; 0.4% of 200,000 active; AID 1049, 2008; in the data active = TR-FRET ratio above about 2000; note: inactives centre near 1500
# TNAP act hiacc = TNAP activators at high phosphate acceptor level, primary screen, biochemical, luminescence, uHTS; purified TNAP, CDP-star luminescence, 1 M DEA, 30 min; hits give high values; 0 = EDTA background, 1 = DMSO-only activity; 200,000 tested, under 10 active; Alkaline phosphatase, tissue-nonspecific isozyme (Homo sapiens), P05186; AID 1136, 2008; activation factor at 20 µM;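 active = activation factor at least 2 at 20 µM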
# Target sequence (P05186 whole entry, looked up): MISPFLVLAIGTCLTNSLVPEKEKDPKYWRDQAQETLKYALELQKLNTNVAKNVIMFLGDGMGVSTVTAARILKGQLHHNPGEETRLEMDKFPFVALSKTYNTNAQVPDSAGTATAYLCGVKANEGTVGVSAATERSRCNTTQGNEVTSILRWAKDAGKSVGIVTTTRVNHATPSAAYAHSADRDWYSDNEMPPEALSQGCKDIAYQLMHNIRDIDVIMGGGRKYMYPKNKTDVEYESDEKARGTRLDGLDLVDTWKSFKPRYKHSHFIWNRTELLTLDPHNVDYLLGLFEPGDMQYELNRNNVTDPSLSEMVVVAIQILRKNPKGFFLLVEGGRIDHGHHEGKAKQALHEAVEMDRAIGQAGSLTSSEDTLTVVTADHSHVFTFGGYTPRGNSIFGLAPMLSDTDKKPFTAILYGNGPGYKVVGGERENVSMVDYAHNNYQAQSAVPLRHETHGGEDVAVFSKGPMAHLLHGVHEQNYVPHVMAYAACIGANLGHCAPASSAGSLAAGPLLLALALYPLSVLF
#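 system = human TNAP | amount = enzyme diluted 1/800 final | reagent = 100 µM CDP-star substrate | signal = luminescent substrate turnover signal | dosing = one dose, 20 µM | benchmarks = EDTA negative control, DMSO positive control | measure = activation factor | timing = 30 min reaction, room temperature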
# PPARg SRC1 recr = PPARgamma agonists recruiting SRC-1 coactivator, primary screen, biochemical | activation, % at 8 µM | PPARgamma-SRC-1 coactivator recruitment biochemical assay | 0.41% of 200,000 active | AID 631, 2007; in the data active = activation above about 19%;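 note: 0% = DMSO and 100% = reference agonist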
# Target sequence (P37231 whole entry, looked up): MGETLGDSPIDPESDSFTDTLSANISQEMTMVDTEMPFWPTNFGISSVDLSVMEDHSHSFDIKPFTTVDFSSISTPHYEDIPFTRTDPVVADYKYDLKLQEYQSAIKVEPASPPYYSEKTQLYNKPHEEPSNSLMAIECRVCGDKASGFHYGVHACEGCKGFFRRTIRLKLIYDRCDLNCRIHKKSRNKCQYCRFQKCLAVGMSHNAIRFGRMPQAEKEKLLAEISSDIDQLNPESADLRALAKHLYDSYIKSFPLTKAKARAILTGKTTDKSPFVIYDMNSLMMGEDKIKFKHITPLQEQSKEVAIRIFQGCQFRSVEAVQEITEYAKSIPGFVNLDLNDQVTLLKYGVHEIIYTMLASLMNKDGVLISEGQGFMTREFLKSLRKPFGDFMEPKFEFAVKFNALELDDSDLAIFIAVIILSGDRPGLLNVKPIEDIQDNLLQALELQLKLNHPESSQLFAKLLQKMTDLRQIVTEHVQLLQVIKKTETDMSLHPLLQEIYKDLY
# TNAP inh hiacc = human TNAP enzyme inhibitors, primary screen, biochemical, luminescent, high phosphate acceptor level, uHTS; 0.03% of 200,000 active; purified TNAP, CDP-star luminescence, 1 M DEA; AID 1135, 2008; Alkaline phosphatase, tissue-nonspecific isozyme (Homo sapiens), P05186; inhibition, % at 20 µM;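 active = over 50% inhibition of tissue-nonspecific alkaline phosphatase at 20 µM in the single-dose screen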;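 note: plate controls were DMSO wells for no effect and EDTA-quenched wells as full inhibition for full effect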
# Efa HMGR inh = inhibitors of E. faecalis class II HMGR, primary screen, biochemical, Enterococcus faecalis; HMG-CoA reductase (Enterococcus faecalis, mvaE); purified E. faecalis HMGR, NADPH absorbance 340 nm kinetic; inhibition, % at 10 µM; 0.41% of 190,000 active; AID 1066, 2008;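 active = inhibition above a set limit, the median over all tested compounds plus 3 SD, cut at about 9.5% in these data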;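 note: enzyme runs in reverse so mevalonate oxidation gives rising NADPH absorbance; 0% = complete reaction with DMSO and 100% = background rate lacking mevalonate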
# PPARg SRC-2 ag = agonists of PPARg-SRC-2 recruitment, primary screen, biochemical, HTS; Peroxisome proliferator-activated receptor gamma (Homo sapiens), P37231; PPARgamma LBD-SRC-2 recruitment; activation, % at 8 µM; 0.34% of 200,000 active; AID 1032, 2008; in the data active = activation above about 22%;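 note: 0% = vehicle and 100% = reference agonist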
# bIAP inh = bovine intestinal alkaline phosphatase inhibitors, primary screen, selectivity assay for TNAP inhibitor project, biochemical, bovine IAP, CDP-star luminescence; alkaline phosphatase, intestinal [Bos taurus]; inhibition, % at 20 µM; purified bovine IAP, 30 min; 190,000 tested, under 10 active;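 active = over 50% inhibition of intestinal alkaline phosphatase at 20 µM in the single-dose screen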
#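 Assay system: bovine IAP enzyme; medium: DEA buffer 100 mM, pH 9.8, with MgCl2 1.0 mM, ZnCl2 0.02 mM; doses: 20 µM single dose; incubation: enzyme reaction for 30 min at room temperature; detection: CDP-star luminescence signal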
# bIAP act = bovine intestinal alkaline phosphatase activators, primary screen, biochemical, bovine IAP, CDP-star luminescence; 0.17% of 200,000 active; purified bovine IAP, 30 min; hits give high values; fold of DMSO-control signal, blank-subtracted; activation factor at 20 µM; alkaline phosphatase, intestinal [Bos taurus];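 active = activation factor of 2 or more at 20 µM, a signal rise over negative controls twice the positive control's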
# TNAP inh no acc = human TNAP enzyme inhibitors, primary screen, biochemical, luminescent, no phosphate acceptor, uHTS; Alkaline phosphatase, tissue-nonspecific isozyme (Homo sapiens), P05186; purified TNAP, CDP-star luminescence, 30 min; inhibition, % at 20 µM; 0.26% of 200,000 active; AID 1012, 2008;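 active = tissue-nonspecific alkaline phosphatase inhibition above about 50% at 20 µM in the single-dose screen, limit read from the data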;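 note: 0% = DMSO negative control and 100% = EDTA positive control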
# PPARg SRC3 recr = PPARgamma agonists recruiting SRC-3 coactivator, primary screen, biochemical | 0.26% of 200,000 active | biochemical PPARgamma/SRC-3 coactivator recruitment assay | activation, % at 8 µM; in the data active = activation above about 23%;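 note: 0% = DMSO and 100% = reference agonist; some compounds past the cut are filed as inactive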
# The depositor's hits bear a star; · = no result given. This is a random part of the collection (roughly 1.6% active in at least one column).
SMILES,TR-FRET SRC-2 ct,TNAP act hiacc,PPARg SRC1 recr,TNAP inh hiacc,Efa HMGR inh,PPARg SRC-2 ag,bIAP inh,bIAP act,TNAP inh no acc,PPARg SRC3 recr
Cc1ccc(S(=O)(=O)N(Cc2nccn2C)C(C)C)cc1,1624,1,6,-2,3,8,5,0.9,-9,0
COC(=O)CS(=O)(=O)c1cccc2cccnc12,1603,1,11,-4,2,7,6,0.9,-15,5
COCCn1cnnc1SCC(=O)c1ccc(S(=O)(=O)N2CCCC2)cc1,1314,1.1,-4,-8,1,5,4,1,-9,0
COc1ccccc1N1CCN(C(=O)CSc2ncnc3scc(-c4ccccc4)c23)CC1,1522,1.1,0,-5,-9,5,20,0.8,-9,-2
Nc1cccc2c1C(=O)N(CC(=O)NC13CC4CC(CC(C4)C1)C3)C2=O,1745,1.1,0,-5,-2,9,-38,1.4,-5,0
O=C(Cc1ccc(Br)cc1)NCCc1ccc(Cl)cc1Cl,1462,1,-1,-1,-8,0,8,0.9,-6,-4
Cc1ccc(N(CCC#N)C(=O)CSc2ccc3c(c2)OCCO3)cc1,1552,1,2,-2,-5,6,-12,1.1,-10,-11
CC(C(=O)Nc1ccc(C#N)cc1)N(C)CC(=O)Nc1cccc(F)c1 (centres undefined),1659,1,5,0,1,11,-5,1.1,0,2
Cc1cc(OCC(=O)O/N=C(\N)c2ccccc2)ccc1Cl,1587,1,0,0,-6,-6,7,0.9,-6,-2
N#CC1=C(N)Oc2n[nH]c(-c3ccc(F)cc3)c2C1c1cccc(OC(=O)N2CCOCC2)c1 (centres undefined),1541,1,2,-4,2,-1,-6,1.1,-1,-1
CCN(CC)C(=O)C(C)N(C#N)c1nc(SC)nc(N(C)C)n1 (centres undefined),1674,1,-4,-2,-5,4,9,0.9,-12,0
CCOCCCNC(=O)c1ccc2c(=O)n(CCCOCC)c(=S)[nH]c2c1,1652,1,9,-3,-2,0,11,0.9,-3,3
CCNc1nc(NCC)nc(N/N=C/c2ccc(Br)cc2)n1,1402,1,8,-4,-1,-1,5,0.9,-21,-3
Cc1ccc(F)c(NC(=O)/C(C#N)=C(\O)c2ccc(C(C)(C)C)cc2)c1,1226,1,-3,0,-4,-1,13,0.9,-5,0
COc1ccccc1NC(=O)N1CCc2[nH]c3ccc(Cl)cc3c2C1,1662,1.1,1,-6,-6,6,5,1,8,4
CCC(=O)N(Cc1cc2cc(OC)ccc2[nH]c1=O)c1ccc(C)cc1C,1373,1.1,-3,-5,5,-8,4,1,-10,-1
C=CCN1C(=O)S/C(=C/c2ccc(Sc3nc4ccccc4[nH]3)o2)C1=O,1454,1,-5,0,-6,2,4,1,-64,9
Oc1ccc(CN2CCCCC2)c2cccnc12,1616,1.1,6,-5,-6,15,12,0.9,-12,15
CN1CCN(CC(=O)Nc2ccc([N+](=O)[O-])cc2Br)CC1,1511,1,0,-4,-3,2,1,1,-1,-2
CN1/C(=C\C(=O)c2ccco2)c2ccccc2CC1(C)C,1430,1,16,-2,-2,-2,10,0.9,6,-1
CCCn1ccc(O)c(Cc2ccc(Cl)cc2)c1=O,1457,1,2,-2,3,1,-6,1.1,-8,2
CC(C)(C)c1ccc(/C=N/Nc2ccc(C(=O)O)cc2)cc1,1370,1,2,-3,3,2,15,0.8,-15,-3
COc1ccc(/C=C(\C#N)C(=O)OCC(=O)Nc2c(C)cccc2C(C)C)cc1,1632,1,3,2,-3,9,-16,1.2,-11,3
C=CCNC(=S)/N=c1/scc(C)n1C,1889,1,3,-2,4,10,·,0.5,-3,2
Cc1cc(=O)n(CC(=O)Nc2cc(Cl)ccc2C)c(C(C)C)n1,1648,1,6,-5,1,1,-15,1.2,-11,4
O=C(Nn1cnnc1)c1csc2ccccc12,1569,1,1,-4,-4,6,0,1,-10,1
O=S(=O)(c1cccs1)N1CCN(C/C=C/c2ccccc2)CC1,1723,1,2,-2,-11,6,9,0.9,-9,-2
CC(=O)Nc1ccc(S(=O)(=O)NC2(C(F)(F)F)NC(=O)N(c3ccc(Cl)cc3)C2=O)cc1 (centres undefined),1615,1,-2,1,-5,2,-8,1.1,-6,3
CCOC(=O)/C(=C/c1ccc(OC)cc1)NC(=O)c1ccco1,1472,1,4,0,2,4,-5,1.1,-13,3
CCn1nc(C)c(NC(=O)/C=C/c2ccc(OC)c(COc3ccc(Cl)cc3Br)c2)c1C,1575,1.1,2,-5,0,12,-2,1,-11,4
N#Cc1ccccc1N=Cc1ccc(Br)cc1,1508,1,-1,-2,0,1,-33,1.3,-10,1
Cc1ccc(NC(=O)CN2C(=O)N/C(=C/c3cc(C)n(-c4cccc(C(=O)O)c4)c3C)C2=O)cc1,1323,1,2,2,-2,1,-15,1.2,-1,5
CC(C)NS(=O)(=O)c1ccc(CCC(=O)Nc2ccc3c(c2)OCCO3)cc1,1634,1,0,0,-5,13,5,0.9,0,0
CC(=O)Nc1ccccc1/C=C/c1ccc2c(C)cc(C)c(O)c2n1,1576,0.9,0,9,-5,4,34,0.7,-47,2
CCOc1ccc(CCNC(=O)CCn2cccc2)cc1OCC,1703,1.1,3,-8,0,3,8,0.9,-13,-8
COc1ccc(-n2c(SCC(=O)Nc3nccs3)nc3c(c2=O)SCC3)cc1,1359,1,-1,0,2,-8,7,0.9,-6,3
O=C(c1ccccc1)N1CCN(c2ncnc3c2cnn3-c2ccccc2)CC1,1605,1.1,3,-7,3,7,-7,1.1,-1,-4
COc1ccc(-c2nnc(CSc3nc4ccccc4c(=O)n3C)o2)cc1OC,1530,1,2,0,-4,-6,4,1,-4,-13
CC(=C1C(=O)c2ccccc2C1=O)N1CCN(CCN=CC2=C(O)CC(C)(C)CC2=O)CC1,1358,1,-7,-2,4,-3,9,0.9,-9,-4
COC(=O)C1=C(C)N(c2ccc(C)c(C)c2)/C(=C/c2ccc(O)cc2)C1=O,1576,0.6,-4,42,1,2,-1,1,39,1

# Taken from the results shown (6 entries):
SMILES,TR-FRET SRC-2 ct,TNAP act hiacc,PPARg SRC1 recr,TNAP inh hiacc,Efa HMGR inh,PPARg SRC-2 ag,bIAP inh,bIAP act,TNAP inh no acc,PPARg SRC3 recr
Cc1ccc(S(=O)(=O)N(Cc2nccn2C)C(C)C)cc1,1624,1,6,-2,3,8,5,0.9,-9,0
COC(=O)CS(=O)(=O)c1cccc2cccnc12,1603,1,11,-4,2,7,6,0.9,-15,5
COCCn1cnnc1SCC(=O)c1ccc(S(=O)(=O)N2CCCC2)cc1,1314,1.1,-4,-8,1,5,4,1,-9,0
COc1ccccc1N1CCN(C(=O)CSc2ncnc3scc(-c4ccccc4)c23)CC1,1522,1.1,0,-5,-9,5,20,0.8,-9,-2
Nc1cccc2c1C(=O)N(CC(=O)NC13CC4CC(CC(C4)C1)C3)C2=O,1745,1.1,0,-5,-2,9,-38,1.4,-5,0
O=C(Cc1ccc(Br)cc1)NCCc1ccc(Cl)cc1Cl,1462,1,-1,-1,-8,0,8,0.9,-6,-4

# More structures follow:
SMILES,TR-FRET SRC-2 ct,TNAP act hiacc,PPARg SRC1 recr,TNAP inh hiacc,Efa HMGR inh,PPARg SRC-2 ag,bIAP inh,bIAP act,TNAP inh no acc,PPARg SRC3 recr
CC(C)c1ccc(/C=N\NC(=O)c2ccc(Cn3cccn3)o2)cc1,1395,1,-3,-3,-2,-4,21,0.8,-2,-4
CCOc1ccc(CNC(=O)C2CC(=O)N(C3CCCC3)C2)cc1OC (centres undefined),1310,1.1,11,-8,-1,2,3,1,-8,3
Cc1nn(-c2ccccc2)c(C)c1NC(=O)CCl,1640,1,0,0,-4,3,16,0.8,-1,-4
Cc1ccc(-c2nnc(C)c(N3CCCC3)n2)cc1,1594,1,1,-4,-3,-2,-2,1,-6,0
COc1cc(C)c(NC(=S)Nc2ccc(C)c(Cl)c2)cc1OC,1464,1,4,-5,0,3,-4,1,-10,3
O=C1CC(c2ccccc2)CC(O)=C1C=NCc1ccc(Cl)c(Cl)c1 (centres undefined),1470,1.1,-1,-7,7,2,11,0.9,-10,6
O=C(CCc1ccccc1)NNC(=O)Cc1ccccc1,1313,1,-7,-2,-1,-6,-7,1.1,-13,-1
N#CC(C(=O)NCCc1ccccc1)c1nc2ccccc2nc1N1CCOCC1 (centres undefined),1486,0.9,1,6,-1,8,3,1,-3,4
O=C(CN1C(=O)NC2(CCCC2)C1=O)N1CCN(S(=O)(=O)c2ccccc2)CC1,1272,1.1,4,-7,2,0,2,1,-8,-3
Cc1cccc(N(CC(=O)NC2CCCC2)C(=O)CCCC(=O)Nc2ccccn2)c1,1345,1,-2,-4,1,-3,-3,1,-11,-9
Cc1c(C(c2ccc(O)cc2)c2c(C)n(C)n(-c3ccccc3)c2=O)c(=O)n(-c2ccccc2)n1C,1684,1,7,-2,-6,10,-1,1,-9,4
O=C(CSc1nnc(Cc2ccc3c(c2)OCO3)n1C1CCCCC1)NC1CCCC1,1411,1,-4,0,-3,4,3,1,3,-2
O=C(Nc1ccc(N2CCN(Cc3ccccc3Cl)CC2)cc1)c1cccnc1,1475,1,14,0,-1,6,4,1,-10,4
CCc1ccccc1NC(=O)c1cnc2scc(C)n2c1=O,1714,1,2,4,-6,6,-8,1.1,4,4
O=C(/C=C(\c1ccccc1)n1cncn1)c1ccccc1,1264,1,-10,2,-2,-1,4,1,-4,-3
O=C(c1cccc(Cl)c1)N1CCN(C(=O)c2ccccc2F)CC1,1367,1,-2,-3,-1,3,8,0.9,-9,-2

# Pulled one by one from the list above:
SMILES,TR-FRET SRC-2 ct,TNAP act hiacc,PPARg SRC1 recr,TNAP inh hiacc,Efa HMGR inh,PPARg SRC-2 ag,bIAP inh,bIAP act,TNAP inh no acc,PPARg SRC3 recr
O=C(Nc1ccc(N2CCN(Cc3ccccc3Cl)CC2)cc1)c1cccnc1,1475,1,14,0,-1,6,4,1,-10,4
O=C(/C=C(\c1ccccc1)n1cncn1)c1ccccc1,1264,1,-10,2,-2,-1,4,1,-4,-3
O=C(CSc1nnc(Cc2ccc3c(c2)OCO3)n1C1CCCCC1)NC1CCCC1,1411,1,-4,0,-3,4,3,1,3,-2

# Screening results: PubChem BioAssay, several laboratories
